# Compound activity as filed in PubChem.
# Furin inh: human furin inhibitors, primary screen, biochemical, fluorescence intensity; 220,000 tested, 0.061% active; inhibition, % at 30 µM; purified furin, fluorogenic substrate cleavage; in the data active = inhibition above about 25%; note: inactives centre near -15
# KCC2 mod: KCC2 cotransporter modulators, thallium flux, primary screen, cell-based, HEK293 KCC2, FluoZin-2 fluorescence, MLSMR. AID 1456, 2008. B-score of Tl+ flux slope (higher = more flux/activation; lower = inhibition) at 10 µM. KCC2 cells, thallium flux FluoZin-2 fluorescence. Solute carrier family 12 member 5 (Homo sapiens), Q9H2X9. 190,000 tested, 2.2% active;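 active = thallium flux slope and its plate-corrected score both differing from the plate sample mean at a set confidence after two filtering rounds, in either direction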;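 note: slope of fluorescence scaled to starting intensity during 10 to 20 s after thallium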
# Tb hexokinase: Trypanosoma brucei hexokinase 1 inhibitors, primary screen, biochemical, G6PDH-coupled NADH absorbance, MLSCN library; hexokinase 1 [Trypanosoma brucei]; recombinant TbHK1, G6PDH-coupled NADH A340; inhibition, % at 10 µM; 220,000 tested, 0.11% active; AID 1430, 2008;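 active = inhibition of 50% or more in the single-dose primary screen; inactive = inhibition below 50%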
# EBV gp42 block: Epstein-Barr virus gp42 inhibitors, primary screen, biochemical, uHTS, fluorescence polarization; inhibition, % (tested at 21.74 µM); AID 1085, 2008; Fluorescence polarization binding assay, mP read-out; 220,000 tested, 0.42% active; in the data active = inhibition above about 50%
# Target sequence (Q1HVG2 whole entry, looked up): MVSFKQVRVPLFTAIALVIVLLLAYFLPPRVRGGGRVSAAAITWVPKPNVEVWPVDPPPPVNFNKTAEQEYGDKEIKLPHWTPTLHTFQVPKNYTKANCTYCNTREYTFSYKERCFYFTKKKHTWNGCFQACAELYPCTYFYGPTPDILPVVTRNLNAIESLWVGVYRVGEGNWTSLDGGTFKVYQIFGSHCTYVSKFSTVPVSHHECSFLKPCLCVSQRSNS
# TRPML3 agonist: human TRPML3 channel agonists, primary screen, cell-based, HEK293 TRPML3-YFP, Fluo-8 calcium fluorescence, 3 µM; Mucolipin-3 (Homo sapiens), Q8TDD5; 100% = the carbachol control signal; activation, % at 3 µM; 220,000 tested, 0.29% active;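 active = activation above its plate's cutoff, the mean activation of the plate's test wells plus 3 SD, cut at about 12% in these data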;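 note: 0% = DMSO only wells and 100% = carbachol wells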
# Target sequence (Q8TDD5 whole entry, looked up): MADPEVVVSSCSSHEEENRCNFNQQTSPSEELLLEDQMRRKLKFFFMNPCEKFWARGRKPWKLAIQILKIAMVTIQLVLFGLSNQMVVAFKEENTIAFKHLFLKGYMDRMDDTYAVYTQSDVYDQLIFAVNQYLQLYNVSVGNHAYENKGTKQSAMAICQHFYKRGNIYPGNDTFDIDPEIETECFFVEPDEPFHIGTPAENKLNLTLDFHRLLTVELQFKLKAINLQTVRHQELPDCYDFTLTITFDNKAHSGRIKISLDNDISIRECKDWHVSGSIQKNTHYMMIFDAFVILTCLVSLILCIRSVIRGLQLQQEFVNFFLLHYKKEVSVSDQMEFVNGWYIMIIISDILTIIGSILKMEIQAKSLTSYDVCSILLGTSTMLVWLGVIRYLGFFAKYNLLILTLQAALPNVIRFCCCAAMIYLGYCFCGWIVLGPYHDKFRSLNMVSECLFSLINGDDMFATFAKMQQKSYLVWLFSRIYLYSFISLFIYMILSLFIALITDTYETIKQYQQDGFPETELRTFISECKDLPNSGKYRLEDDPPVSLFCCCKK
#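 Material: TRPML3-YFP stable HEK293 cells | Dosing: One concentration, 3 µM nominal, 0.3% DMSO | Timing: 125 s total fluorescence read per well | Technique: Fluo-8 calcium dye fluorescence, ex 470-495, em 515-575 nm | Measure: Percent activation from peak-to-basal fluorescence ratio, scaled between DMSO and carbachol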
# Calpain2 inh: inhibitors of pig calpain II, primary screen, biochemical, fluorogenic peptide substrate, 1536-well. purified calpain II, 30 min. inhibition, % at 16 µM. 220,000 tested, 0.37% active;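 active = inhibition above about 50%, limit read from the data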
# thrombin 1536: human alpha-thrombin inhibitors, primary screen, counter-screen for coagulation protease inhibitor project, biochemical, 1536-well, fluorogenic AMC substrate; inhibition, % at 5 µM; AID 1046, 2008; Boc-VPR-AMC fluorogenic substrate cleavage; Prothrombin (Homo sapiens), P00734; 220,000 tested, 0.26% active;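 active = inhibition at or above 40%; inactive = inhibition below 40%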;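 note: 0% = enzyme with no compound and 100% = wells without enzyme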
#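 System – human alpha-thrombin · Medium – pH 7.5 Tris (50 mM) with NaCl 150 mM, Tween 20 0.05% · Compound – single-point dosing at 5 µM, 0.2% DMSO · Incubation – enzyme reaction carried out at room temperature · Technique – fluorescence of released AMC, ex 355 nm, em 460 nm · Read-out basis – % inhibition of thrombin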
# PPC-1+TRAIL kill: compounds killing PPC-1 cancer cells with TRAIL present, primary screen, TRAIL potentiator project, ATPLite luminescence, uHTS; PPC-1 cells + TRAIL, ATPLite viability luminescence; cell killing (% activity), % at 4 µM; 220,000 tested, 0.41% active; AID 1443, 2008;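 active = cell killing above 50% in the first pass at 4 µM, then a duplicate retest at 5 µM averaging 50% or more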;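 note: plate controls were cells with TRAIL plus DMSO for no effect and medium-only wells lacking cells for full effect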
# TRPN1 ag: zebrafish TRPN1 channel agonists, primary screen, cell-based, HEK293, calcium fluorescence; transient receptor potential cation channel N1 (TRPN1/NompC), Danio rerio; HEK293 zebrafish TRPN1-YFP, Fluo-8 calcium fluorescence; 100% = response to 87 µM carbachol; activation, % at 3 µM; 220,000 tested, 0.18% active; AID 1424, 2008;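 active = activation above its plate's cutoff, the mean activation of test wells on that plate plus 3 SD, cut at about 19% in these data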;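 note: 0% = DMSO alone and 100% = 87 µM carbachol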
#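 System: zebrafish TRPN1-YFP in HEK293 cells / Dosing: 3 µM single point / Timing: dye loading 1 h at 37 °C, then 30 min room temperature / Signal: Fluo-8 calcium fluorescence, excitation 470-495 nm, emission 515-575 nm / Read-out basis: percent activation from peak over basal fluorescence ratio, control-normalized / Control set: high carbachol 87 µM, low DMSO alone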
# Starred values were filed as active, the others as inactive; nt = no result given; [ ] = dose if it differs, or a comment.
SMILES,Furin inh,KCC2 mod,Tb hexokinase,EBV gp42 block,TRPML3 agonist,Calpain2 inh,thrombin 1536,PPC-1+TRAIL kill,TRPN1 ag
Cc1cc(F)ccc1NC(=O)c1cnccn1,-9.0,-1.09,2.3,6.4,0.4,10.0,-14.5,33.4,-0.6
O=C(CCC1COc2ccccc2O1)NCc1ccccc1 (stereo not drawn),-21.5[20 µM],nt,4.7,-1.1,0.1,1.7,0.5,4.3,0.3
COc1ccc(OC)c(NC(=O)CSc2nnc(-c3cccnc3)s2)c1,-26.5,-2.21,3.3,-3.9,0.4,-2.9,-4.4,-3.4,-0.6
N/C(=N\OC(=O)CCC1CCCC1)c1cccc([N+](=O)[O-])c1,-12.3,0.822,-5.2,-18.3,0.4,11.3,-16.2,12.2,1.2
O=C(COC(=O)c1cncc(Br)c1)NCc1ccccc1,-31.3,-0.923,-6.7,3.9,0.3,-24.6,-2.3,15.4,1.0
O=C(CSc1nc2ccccc2o1)N/N=C/c1ccccc1C(=O)O,-17.2,0.867,-8.1,-9.4,0.3,-10.1,1.1,27.8,1.0
CN1CCC(=NNC(=O)C(=O)NC2CCCCC2)CC1,-3.3[20 µM],1.29,-4.4,-14.9,-0.3,-26.7,2.3,-5.9,0.7
CCC(Sc1ccc2nnc(-c3cccnc3)n2n1)C(=O)O (stereo not drawn),-24.5,0.466,-8.4,-7.4,1.5,-49.5,-9.7,14.3,1.6
Cc1cc(Cl)c(OCCCn2ccnc2)c(Br)c1,-25.0,1.04,2.7,9.1,-1.9,6.3,-2.9,7.8,-2.3
Cc1ccc2nc(-c3sc4nc(C)ccc4c3N)[nH]c2c1,2.4[20 µM],0.215,-11.7,-6.8,0.1,-79.4,-0.5,31.6[5 µM],0.7
CCn1nc(C(=O)OCC(=O)Nc2ncc(Cl)c(C)c2Cl)c2ccccc2c1=O,-10.5,-0.971,8.8,3.1,0.3,-31.1,2.1,3.1,0.8
CCOC(=O)Cn1cnc2c(nnn2-c2ccc(C)cc2)c1=O,-10.3,-0.576,-0.8,12.6,-0.4,17.3,3.0,6.3,0.5
Cc1onc(-c2ccccc2Cl)c1C(=O)OCC(=O)Nc1cccc(S(=O)(=O)N(C)C)c1,-24.4,-0.172,-2.5,1.7,1.9,1.2,-4.8,20.5,4.5
CC(C)CNC(=O)C(=O)Nc1ccc(N(C)C)cc1,-8.8,-0.641,-2.1,-15.6,1.3,-14.9,-2.9,16.5,1.0
COc1ccc(C/C(N)=N/OC(=O)c2cccs2)cc1,-35.6,1.27,-11.0,0.1,-0.3,25.6,4.1,-16.0,-1.3
COC(=O)[C@H](CCSC)NC(=O)c1cccnc1SC,-24.7,0.179,0.9,-6.1,0.6,1.6,-2.1,14.7,1.3
O=C(NC1CCCC1)C1CCCN1C(=O)Nc1ccccc1Cl (stereo not drawn),-12.3,0.0691,1.2,-5.1,-0.6,-15.2,-15.3,15.9,0.4
Cc1noc(C)c1C(=O)OCC(=O)Nc1cc(Cl)ccc1Oc1ccccc1,-18.2[20 µM],nt,7.3,6.4,0.5,34.7,1.9,9.3,-1.3
CC(C)(C)c1cc(NC(=O)c2ccco2)n(-c2ccccc2)n1,-32.9,0.687,0.9,6.9,0.4,-31.0,0.8,20.9,0.8
CCCCN(CC)Cc1ccc(CNC(=O)Nc2ccc(F)cc2)o1,-27.4[20 µM],-0.68,2.5,-11.7,-0.2,-23.6,-7.2,12.5,-1.6
CC(=O)c1ccc(NC(=O)c2ccc(CNc3c(N4CCOCC4)c(=O)c3=O)cc2)cc1,-16.2,0.432,-10.0,-0.6,0.7,12.7,-4.9,33.5,1.7
Cc1ccc(O)c(NC(=O)C2CC(c3c(F)cccc3Cl)=NO2)c1 (stereo not drawn),-15.4[20 µM],-0.78,12.2,-16.1,0.1,-1.4,-2.0,16.7,-0.3
COc1ccc(-c2cn(/N=C/c3ccc(Cl)cc3Cl)c(N)n2)cc1,-6.5[20 µM],1.15,-17.4,0.3,1.1,-131.7,-2.2,-5.4,1.0
O=C(NCCC1=CCCCC1)C1CCN(S(=O)(=O)c2ccc(-n3cnnn3)cc2)CC1,-9.1,0.0909,-3.9,-11.5,1.1,-13.5,-2.9,13.8,0.4
CC(=O)N/C(=C\c1ccccc1)C(=O)OCC(=O)N1CCCCCC1,-19.5,1.01,3.6,-31.9,0.2,-9.3,-3.9,12.4,-0.6
# Carrying on.
SMILES,Furin inh,KCC2 mod,Tb hexokinase,EBV gp42 block,TRPML3 agonist,Calpain2 inh,thrombin 1536,PPC-1+TRAIL kill,TRPN1 ag
O=C(CN1CCOCC1)Nc1ccccc1Sc1ccccc1,-19.0,-0.197,1.9,-28.8,0.5,-0.2,0.2,9.8,1.6
Cc1ccc(S(=O)(=O)NCCc2nnc3ccc(SCC(=O)Nc4nc(C)cs4)nn23)cc1,-18.5,0.831,-2.9,-5.1,-0.3,8.7,-1.0,10.6,-0.1
CCOC(=O)c1cc(NC(=O)OC)c(C)nc1C,-9.5,-0.14,4.9,-15.0,0.5,-19.4,-0.6,-1.5,0.6
CCOC(=O)c1nnn(CC(=O)NC(=O)Nc2ccc(F)cc2)c1C(=O)OCC,-22.2,-0.969,-4.6,-4.1,0.6,-20.9,-5.5,29.3,1.3
COc1cc(C(=O)O)c([N+](=O)[O-])c(OC)c1OC,-11.8,nt,-11.7,-10.7,1.0,-3.6,-3.8,12.3,1.5
CC(C)CCNC(=S)Nc1ccccn1,-4.3,1.71,31.2,-22.0,0.8,11.6,-5.5,8.6,-3.4
CC1(C)CC2CC(C)(CN2C(=O)c2ccc([N+](=O)[O-])cc2[N+](=O)[O-])C1 (stereo not drawn),-7.1,nt,4.5,-5.9,0.3,14.9,1.7,11.1,-0.9
O=C(CN(c1ccc2c(c1)OCCO2)S(=O)(=O)c1ccccc1)N1CCN(Cc2ccccc2)CC1,-27.7,-4.05*,-6.1,7.5,0.8,25.3,1.4,-8.5,-1.0
Cc1cc(C(=O)Nc2nnc(C(F)(F)F)s2)cs1,-27.3,-2.33,-13.4,-7.5,3.7,-0.2,-5.8,-17.0,4.2
O=C1c2ccccc2C(=O)N1CC(=O)N1c2ccccc2Sc2ccc(C(F)(F)F)cc21,-13.8,0.000894,-11.0,-2.5,0.7,0.5,-4.6,7.6,1.1
Cc1cccc(N(C(=O)CNC(=O)c2ccco2)C(C(=O)NCC2CCCO2)c2ccccc2)c1 (stereo not drawn),-14.5,-0.416,-1.4,-18.3,0.9,11.9,-10.1,5.2,2.0
CCOC(=O)c1c(NC(=S)Nc2ccc(OCC)cc2)sc2c1CCN(C)C2,-12.7,-0.712,-33.5,-11.2,-0.2,-16.6,-3.8,21.0,-0.9
CC(C)Oc1ccccc1OCCCCn1cnc2ccccc2c1=O,-12.5,-0.0981,-1.2,-8.6,-0.2,2.0,-0.2,25.2,1.4
CN(Cc1ccc2nsnc2c1)Cc1nc(Cc2cccc(F)c2)no1,-14.5,nt,-9.7,4.2,0.3,-15.3,-8.0,7.0,-0.5
CC1=NN(c2ccccc2)C(=O)C1C(=O)C(=O)Nc1ccc(F)cc1 (stereo not drawn),-6.8,0.8,-3.7,10.7,0.9,-17.8,1.6,1.3,-0.1
Cc1cnc(C(=O)OCC(=O)NC2CCCC(C)C2C)cn1 (stereo not drawn),-17.6,nt,1.9,-19.8,-0.1,-1.2,-5.2,-2.4,-0.1
COc1ccc2nc(NC3=NCCC3)sc2c1,-15.3,nt,2.9,-2.2,0.2,16.7,-5.8,4.9,-0.2
CN(C)NC(=S)Nc1cccc(Cl)c1,-19.6,0.995,-8.0,-7.7,1.0,-20.2,-3.0,9.1,-0.9
Cc1cc(N2CCN(C(=O)OC(C)(C)C)CC2)n2ncnc2n1,-14.1,nt,4.3,-24.4,0.5,7.7,-1.5,5.1,2.1
Cc1cc(C)c(NC(=O)CN2CCOCCOCCOCCOCC2)c(C)c1,-6.8[20 µM],-0.12,-6.0,0.4,-0.3,-6.3,-9.6,nt,-0.2
CCOC(=O)C1CCN(C(=O)COc2cc(C)c(Br)cc2C)CC1,-18.8[20 µM],-0.0951,-8.2,-9.8,0.4,-13.7,-3.9,25.5,3.2
Oc1ccc(CN2CCN(Cc3ccccc3)CC2)c2cccnc12,-12.8,-0.411,-0.8,0.7,0.7,11.0,2.1,nt,1.5
O=C(OCc1ccc(Br)cc1)c1ccncc1,-16.7,-0.99,9.2,-9.2,-0.5,28.6,-13.9,0.4,-0.2
COc1ccc(NS(=O)(=O)c2cccc(NC(=O)CNC(C)=O)c2)cc1,-5.2,0.0994,-4.1,-6.1,0.4,10.7,-1.2,6.0,2.2
O=C(O)CCC1(c2ccccc2)NC(=O)NC1=O (stereo not drawn),-13.9,-0.295,-3.1,-12.8,0.9,10.2,-1.9,-8.3,-0.3
O=c1c(Cl)c(N2CCC3(CC2)OCCO3)cnn1C12CC3CC(CC(C3)C1)C2,-8.9,1.01,-30.0,-15.3,0.4,20.8,-3.2,16.4,1.3
CCC/C(C)=N/NC(=O)c1ccccc1O,-25.8,0.11,-1.2,-10.5,1.8,-69.9,-3.6,28.7,0.5
Cc1ccc2nc(-c3ccncc3)c(NC3CCCC3)n2c1,-15.0,-0.419,-9.1,-10.7,-0.5,-1.6,-1.1,17.1,0.1
Cc1ccc(-n2c(SCC(=O)Nc3cc(C)on3)nc3c(c2=O)SC(C)C3)cc1 (stereo not drawn),4.6,0.151,0.1,-12.4,0.4,-8.1,3.2,8.0,0.4
